Screens from PubChem.
KCNK9 inh – inhibitors of human KCNK9 two-pore domain potassium channel. Q9NPC2. HEK293 KCNK9, FluxOR thallium flux fluorescence; active compounds read low. B-score at 10 µM. 1.2% of 310,000 active. AID 488922;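 active = ratio B-score over 3 SD below the library mean, with starting fluorescence within 5 SD of its mean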;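 also: negative B-score means less thallium flux so channel inhibition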
RGS4 act – potentiators or activators of RGS4 | HEK293 M3R/inducible RGS4, carbachol calcium flux Fluo4; active compounds read low | B-score at 10 µM | 0.92% of 310,000 active | AID 463111;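 active = B-score of the integrated calcium signal more than 4 SD below the library mean, with starting fluorescence not abnormally high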;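 also: negative B-score means reduced calcium response which marks RGS4 activation or potentiation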
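Reagent: ECmax carbachol challenge; Test system: M3R-expressing HEK293 line, RGS4 induced by doxycycline; Schedule: overnight RGS4 induction, 30 min dye load 37 °C, 20 min compound RT; Detection: calcium dye Fluo4 fluorescence; Read-out: Agonist-evoked peak-minus-minimum fluorescence over baseline, integrated ratio, B score.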
TMEM16A inh – blocks the mouse calcium-activated chloride channel TMEM16A; Q8BHY3; HEK293 TMEM16A/YFP iodide influx fluorescence, ionomycin; normalized B-score (activity score, 25-100; higher = stronger inhibition) at 10 µM; 1.2% of 310,000 active;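 active = ratio plate-corrected score three or more library SD toward inhibition, starting fluorescence score within five deviations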;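 also: score derived from kinetic fluorescence span divided by baseline fluorescence per well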
Target sequence (Q8BHY3 whole entry, looked up): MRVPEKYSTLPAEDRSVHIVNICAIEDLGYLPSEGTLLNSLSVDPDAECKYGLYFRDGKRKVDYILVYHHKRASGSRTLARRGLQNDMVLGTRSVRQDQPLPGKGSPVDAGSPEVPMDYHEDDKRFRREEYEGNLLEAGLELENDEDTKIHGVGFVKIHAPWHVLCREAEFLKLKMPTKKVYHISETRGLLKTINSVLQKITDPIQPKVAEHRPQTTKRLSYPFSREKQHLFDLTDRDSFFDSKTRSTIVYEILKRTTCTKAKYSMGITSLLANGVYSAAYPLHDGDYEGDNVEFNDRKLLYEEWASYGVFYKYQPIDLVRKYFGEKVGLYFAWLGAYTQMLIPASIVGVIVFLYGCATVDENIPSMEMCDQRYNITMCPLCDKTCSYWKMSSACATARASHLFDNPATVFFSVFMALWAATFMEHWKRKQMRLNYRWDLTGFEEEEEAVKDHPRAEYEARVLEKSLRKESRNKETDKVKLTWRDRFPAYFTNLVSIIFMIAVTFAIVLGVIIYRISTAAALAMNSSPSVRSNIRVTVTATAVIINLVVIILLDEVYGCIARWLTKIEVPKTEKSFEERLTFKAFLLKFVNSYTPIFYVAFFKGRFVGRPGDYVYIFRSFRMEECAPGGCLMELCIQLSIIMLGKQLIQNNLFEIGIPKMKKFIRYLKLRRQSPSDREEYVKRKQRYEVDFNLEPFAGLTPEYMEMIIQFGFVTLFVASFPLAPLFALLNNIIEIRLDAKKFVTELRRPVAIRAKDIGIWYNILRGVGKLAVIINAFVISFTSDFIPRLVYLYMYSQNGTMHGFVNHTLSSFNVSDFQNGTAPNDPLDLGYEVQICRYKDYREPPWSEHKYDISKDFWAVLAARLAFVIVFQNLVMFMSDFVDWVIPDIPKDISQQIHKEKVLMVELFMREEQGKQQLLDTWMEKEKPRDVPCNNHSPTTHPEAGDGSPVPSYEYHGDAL
KCNK3 block – human KCNK3 channel inhibition, primary screen. O14649. CHO-KCNK3 thallium flux, FluxOR fluorescence; active compounds read low. B-score at 10 µM. 0.84% of 340,000 active;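 active = B-score under library mean minus 4 SD, starting fluorescence ratio at most library mean plus 5 SD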;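 also: more negative B-score means stronger inhibition of thallium flux through KCNK3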
MrgX1 allo act – human MrgX1 positive allosteric modulation, primary screen; Q96LB2; MrgX1-HEK293, Fluo-4 calcium flux, FDSS; active compounds read high; 0.63% of 310,000 active; B-score at 10 µM; AID 588675;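 active = plate-corrected calcium response at least 3 library SD above typical, normal starting fluorescence, not activating the receptor alone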;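 also: compound read alongside a low EC10 to EC30 dose of BAM8-22 agonist; peak minus trough fluorescence over baseline measured at the second addition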
ANO1 activ – mouse TMEM16A channel activation, primary screen. Q8BHY3. HEK293 TMEM16A/YFP-H148Q/I152L, iodide quench fluorescence; active compounds read low. B-score at 10 µM. 0.3% of 340,000 active. AID 623877;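 active = fluorescence-ratio B-score plate-corrected deviation score at least 3 library SD below zero, with starting fluorescence score within 5 deviations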;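 also: channel opened by trigger with iodide after compound preincubation; score built on the fluorescence ratio of max minus min over baseline; more negative score means more quench and so TMEM16A activation or potentiation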
RGS4 block – human RGS4 inhibition. HEK293 M3R/RGS4 inducible, Fluo-4 calcium flux; active compounds read high; triggered by carbachol at its EC20. B-score at 10 µM. 0.45% of 310,000 active. AID 463165;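 active = B-score, a plate-corrected calcium signal, over three deviations above library mean, with baseline fluorescence within five deviations of library mean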;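 also: RGS4 expression induced by doxycycline in cells with stable M3 receptor; B-score is computed from the integrated fluorescence ratio over baseline after carbachol; higher B-score means a larger calcium signal and so more RGS4 inhibition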
MrgX1 ag – activates human MrgX1 receptor signaling. B-score at 10 µM. MrgX1-HEK293 cells, Fluo-4 calcium fluorescence, agonist mode; active compounds read high. Q96LB2. 0.44% of 310,000 active;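 active = calcium response B-score plate-corrected fluorescence ratio at least 3 library SD, with starting fluorescence B-score inside 5 SD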
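Test system: HEK293 cells stably expressing human MrgX1 receptor; Input: fifteen thousand cells per well; Dosing: compound delivered in addition one of three; Schedule: overnight seeding, then 1 h dark dye loading; Technique: Fluo-4 NW calcium fluorescence; Measure: B-scored fluorescence response ratio; Controls: positive and negative controls per plate.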
KCNQ1 pot – potentiates or activates the human KCNQ1 potassium channel. P51787. CHO-K1 KCNQ1, thallium flux FluxOR fluorescence; active compounds read high. B-score at 10 µM. 0.35% of 310,000 active;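 active = fluorescence ratio B-score, a plate-corrected score, at least three library SD, with initial intensity B-score within 5 SD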
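Assay system: CHO-K1 cells stably expressing KCNQ1; Medium: assay buffer with matched DMSO; Also added: K+/Tl+ depolarizing stimulus; Dosing: single dose; Timing: dye 90 min, compound 20 min, room temperature; Measured by: kinetic FluxOR thallium fluorescence, 10-s 1-Hz baseline, 110-s post-stimulus read; Read-out: peak-minus-minimum fluorescence over initial fluorescence, negative-control normalized, B-scored.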
KCNQ1 inh – blocks the human KCNQ1 potassium channel | 1.3% of 310,000 active | CHO-K1 KCNQ1, FluxOR thallium flux fluorescence; active compounds read high | AID 2642 | P51787 | B-score at 10 µM;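 active = compounds whose thallium flux B-score, printed positive for inhibition, exceeds three library SD while starting fluorescence stays within three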;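 also: channel opened by potassium depolarization with thallium stimulus after 20 min compound exposure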
hERG protect – hERG (human) protection from proarrhythmic block; activation (rescue from dofetilide block), less the hit threshold, % at 10 µM; 0.51% of 310,000 active; CHO-hERG, FluxOR thallium flux, dofetilide IC70 present; Q12809;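 active = activation above the mean of controls blocked by dofetilide plus 5 SD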;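 also: thallium influx through hERG after potassium depolarization seen as dye fluorescence rise; in these data hits start at about 4.7%; inactives centre near -7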
Numbers without * were called inactive; i = inactive; . = no result given.

Below each compound: RGS4 act | MrgX1 allo act | KCNK3 block | RGS4 block | ANO1 activ | KCNK9 inh | hERG protect | KCNQ1 pot | TMEM16A inh | KCNQ1 inh | MrgX1 ag
- CC1Cc2cc(/C(O)=C3/C(=O)C(=O)N(CCCN4CCOCC4)C3c3ccc(C(C)C)cc3)ccc2O1 (configuration not stated)
  i | i | i | i | i | i | -6 | i | i | i | i
- CCOC(=O)C1(Cc2cccc(OC)c2)CCN(Cc2cccc3c2OCO3)CC1
  i | i | i | i | i | i | -13 | i | i | i | i
- Cc1nc2c(c(-c3ccccc3)c1C#N)C(=O)c1ccccc1-2
  i | i | i | i | i | i | -2 | i | i | i | i
- COc1ccc(N2C(=O)[C@@H]3C(c4cccnc4)=NO[C@@H]3C2=O)cc1
  i | i | i | i | i | i | -14 | i | i | i | i
- COCCCn1c2nc3ccccc3nc2c2c(=O)n(-c3ccccc3OC)c(C)nc21
  i | i | . | i | . | i | -7 | i | i | i | i
- COc1cc(C(=O)NCCc2ncccc2C)ccc1OC1CCN(C(C)=O)CC1
  i | i | i | i | i | i | -1 | i | i | i | i
- CCOC(=O)C1=C(C)NC(SCC(=O)OC)=C(C#N)C1c1ccc(C(=O)OC)cc1 (configuration not stated)
  i | i | i | i | i | i | -2 | i | i | i | i
- Cc1ccc2cc(NC(=O)c3ccccc3C)ccc2n1
  i | i | i | i | i | i | -1 | i | i | i | i
- CCOC(=O)/C(C#N)=c1/s/c(=C2\C=Cc3ccccc3N2CC)c(=O)n1CC
  i | i | i | i | i | i | -11 | i | i | i | i
- COc1ccccc1C(=O)N1C(CC(=O)Nc2ccccc2C)C(=O)NC2CCCCC21 (configuration not stated)
  i | i | i | i | i | i | -19 | i | i | i | i
- Cc1ccc(NC(=O)CN(C)S(=O)(=O)c2cccs2)cc1F
  i | i | i | i | i | i | -7 | i | i | i | i
- CCN(Cc1ccccc1)C(=O)c1cccc(S(=O)(=O)N2CCN(Cc3ccccc3)CC2)c1
  i | i | i | i | i | i | -13 | i | i | i | i
- Cc1ccc(S(=O)(=O)N(C)C)cc1NC(=O)CN1CCN(Cc2ccccc2)CC1
  i | i | i | i | i | i | -8 | i | i | i | i
- O=C(NCCc1ccccn1)/C(=C/c1ccco1)NC(=O)c1ccccc1
  i | i | i | i | i | i | -9 | i | i | i | i
- C/C(CC(=O)Nc1ccccn1)=N\NC(=O)c1ccncc1
  i | i | . | i | . | i | -8 | i | i | i | i
- CCCOc1ccccc1C(=O)N(Cc1ccco1)C1CCS(=O)(=O)C1 (configuration not stated)
  i | i | i | i | i | i | -7 | i | i | i | i
- O=C(Nc1ccccc1)N1CCCN(Cc2c(F)cccc2Cl)CC1
  i | i | i | i | i | i | -10 | i | i | i | i
- Cc1ccc(S(=O)(=O)N(C)c2ccc(OCc3cccc(C)c3)cc2)cc1
  i | i | -9.3* | i | i | i | -14 | i | i | i | i
- Cc1ccc(-n2nnnc2SC(C)C(N)=O)c(C)c1 (configuration not stated)
  i | i | i | i | i | i | -9 | i | i | i | i
- Cn1c2ccccc2c(=O)c2c(=O)n(-c3ccccc3)c(C3CCCCC3)nc21
  i | i | i | i | i | i | -8 | i | i | i | i
- CN1CCC(=C(c2ccc(Cl)cc2)c2ccccn2)CC1
  i | i | i | i | i | i | -6 | i | i | i | i
- Cc1ccc(SC[C@H](c2ccccc2)N2CCN(CCc3ccccc3)CCC2=O)cc1
  i | i | i | i | i | i | -16 | i | i | i | i
- CC(C)Cn1c(SCC(=O)N2CCc3ccccc3C2)nc2cc(Cl)ccc2c1=O
  i | i | i | i | i | i | -10 | i | i | i | i
- C/C(=N\NC(=O)c1ccccc1)c1cccc(Br)c1
  i | i | i | i | i | i | -6 | i | i | i | i
- COc1cc2cc(C(c3nnnn3C(C)(C)C)N3CCC(C)CC3)c(=O)[nH]c2cc1OC (configuration not stated)
  i | i | i | i | i | i | -14 | i | i | i | i
- CCOCCCn1c(=S)[nH]c2cc(C(=O)NC3CCCC(C)C3C)ccc2c1=O (configuration not stated)
  i | i | i | i | i | i | -8 | i | i | i | i
- O=C(Nc1cc(C(F)(F)F)ccc1N1CCOCC1)c1ccco1
  i | i | i | i | i | i | -5 | i | i | i | i
- Nc1nc(N)c2sc3nc4c(cc3c2n1)CCC4
  i | i | i | i | i | i | -3 | i | i | i | i
- COc1cc(C2=NOC(C(=O)Nc3ccc(C(C)=O)cc3)C2)cc(OC)c1OC (configuration not stated)
  i | i | i | i | i | i | -9 | i | i | i | i
- Fc1ccc(C(c2nnnn2C2CCCC2)N2CCc3ccccc32)cc1 (configuration not stated)
  i | i | -9.3* | i | i | -9.5* | -12 | i | i | i | i
- Cc1[nH][nH]c(=O)c1C(c1c(C)[nH][nH]c1=O)c1cn(Cc2ccccc2Cl)c2ccccc12
  i | . | i | i | i | i | -14 | i | . | i | .
- Cc1nc2nc(-c3cccnc3)nn2c(C)c1Cl
  i | i | i | i | i | i | -12 | i | i | i | i
- O=C(NCCc1ccccc1)C1CC(=O)N(C2CCCCCC2)C1 (configuration not stated)
  i | i | i | i | i | i | -1 | i | i | i | i
- O=C(CN1C(=O)CNC1=O)Nc1cccc(C(F)(F)F)c1
  i | i | i | i | i | i | -13 | i | i | i | i
- CCOC(=O)C1(CC2CCCCO2)CCN(C(=O)NCc2ccccc2)CC1 (configuration not stated)
  i | i | i | i | i | i | -7 | i | i | i | i
- Cc1csc2ncnc(NCCc3ccccn3)c12
  i | i | i | i | i | i | -16 | i | i | i | i
- COC(=O)c1ccc(N2C(=O)Nc3ccccc3N2O)cc1
  i | i | i | i | i | i | -11 | i | i | i | i
- CCc1nc(N)c(C#N)c(-c2ccc(OC)c(OC)c2)c1C
  i | i | i | i | i | i | -10 | i | i | i | i
- O=C(OCC(=O)N1CCCc2ccccc21)c1c(F)cccc1F
  i | i | i | i | i | i | -9 | i | i | i | i
- COc1ccc(-n2c(SCc3ccc([N+](=O)[O-])cc3)nnc2-c2ccccc2)cc1
  i | i | i | i | i | i | -11 | i | i | i | i
- COc1ccc(OCC(O)CNC(=O)Nc2cc(F)ccc2C)cc1 (configuration not stated)
  i | i | i | i | i | i | -5 | i | i | i | i
- Cc1ccc(C)c2[nH]c(=O)c(CN(Cc3ccc4c(c3)OCO4)Cc3nnnn3Cc3ccco3)cc12
  i | i | -9.4* | i | i | -7.1* | -11 | i | i | i | i
- O=C(c1cccc([N+](=O)[O-])c1)N1CCCC(C(=O)N2CCCCC2)C1 (configuration not stated)
  i | i | i | i | i | i | -7 | i | i | i | i
- O=C(CCN1CCc2ccccc2CC1)c1ccc2c(c1)OCCO2
  i | i | i | 13* | i | i | -31 | 10* | i | i | 38*
- Cc1ccc(NC(=O)CSc2ccccc2NC(=O)c2ccccc2)cc1Cl
  i | i | i | i | i | i | -5 | i | i | i | i
- N#Cc1ccc[n+](CC(=O)c2ccc(Cl)cc2)c1
  i | i | i | i | i | i | -10 | i | i | i | i
- COC(=O)C1=C(NC(=O)c2ccc(C)cc2)CCS1
  i | i | i | i | i | i | -6 | i | i | i | i
- CC(C)Oc1cc2oc(=O)c3c(c2cc1Cl)CCC3
  i | i | i | i | i | i | -4 | i | i | i | i
- COc1ccc(/C=N/N=C2/NC(=O)C(c3ccccc3)(c3ccccc3)S2)cc1
  i | i | i | i | i | i | -6 | i | i | i | i
- Cc1cc(C)c(-n2c(C)cc(/C=C3/NC(=O)NC3=O)c2C)c(C)c1
  i | i | . | i | . | i | 0 | i | i | i | i
- COc1ccc(C(=O)Nc2ccc(S(=O)(=O)Nc3cc(C)nc(C)n3)cc2)c(OC)c1
  i | i | i | i | i | i | -7 | i | i | i | i
- Cc1cc(/C=C(\C#N)C(=O)O)c(C)n1CC(C)C
  i | i | i | i | i | i | -5 | i | i | i | i
- CCN(CC(=O)NC1CCCC1)S(=O)(=O)c1ccc(C)cc1
  i | i | i | i | i | i | -1 | i | i | i | i
- Cc1ccc(Cn2c(=O)n(Cc3ccco3)c(=O)c3ccccc32)cc1
  i | i | i | i | i | i | -5 | i | i | i | i
- CC(=O)CC(=O)Nc1ncc(C(F)(F)F)cc1Cl
  i | i | i | i | i | i | -7 | i | i | i | i
- O=C1CCCC2=C1C(c1ccccc1)CC(=O)N2c1ccccc1 (configuration not stated)
  i | i | i | i | i | i | -10 | i | i | i | i
- C/C(=N\NC(=O)COc1ccc(C(C)(C)C)cc1)c1ccc(OC(F)F)cc1
  i | i | i | i | i | i | -1 | i | i | i | i
- Cc1cc([N+](=O)[O-])nn1CCCC(=O)O
  i | i | i | i | i | i | -3 | i | i | i | i
- O=C(Nc1cccc(F)c1)c1c(F)c(F)c(F)c(F)c1F
  i | i | i | i | i | i | -10 | i | i | i | i
- Cc1ccc(N2C(=O)C(Cc3ccccc3)NC2=S)cc1 (configuration not stated)
  i | i | i | i | i | i | 0 | i | i | i | i

Continued.
Below each compound: RGS4 act | MrgX1 allo act | KCNK3 block | RGS4 block | ANO1 activ | KCNK9 inh | hERG protect | KCNQ1 pot | TMEM16A inh | KCNQ1 inh | MrgX1 ag
- C=CCn1c(SCC(=O)N2CCc3ccccc3C2)nc2sc(C)cc2c1=O
  i | i | i | i | i | i | -7 | i | i | i | i
- NNc1nc(Nc2ccccc2)nc(N2CCCCC2)n1
  i | i | i | i | i | i | -11 | i | i | i | i
- O=C(Cn1ncc2c3ccccc3n(Cc3ccccc3)c2c1=O)NCc1ccccn1
  i | i | i | i | i | i | -4 | i | i | i | i
- CCCC(NC(=S)NCC1CCCO1)C12CC3CC(CC(C3)C1)C2 (configuration not stated)
  i | i | i | i | i | i | -26 | i | i | i | i
- OCCN1CCN(CC(O)COc2ccc(C34CC5CC(CC(C5)C3)C4)cc2)CC1 (configuration not stated)
  i | i | i | i | i | i | -21 | i | i | i | i
- COP(=O)(OC)c1nc(-c2ccc([N+](=O)[O-])cc2)oc1N1CCCCC1
  i | i | i | i | i | i | -7 | i | i | i | 33*
